# Kir21 block: inhibitors of mouse Kir2.1 inward-rectifier potassium channel | B-score at 10 µM | hit rate 0.85% among 310,000 | P35561 | HEK293-Kir2.1, FluxOR thallium flux fluorescence; hits give low values;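 active means fluorescence ratio B-score at or below minus 3 SD of library scores, with starting-brightness B-score within 2 SD, cut at about -4.2 in these data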;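 further: channel flux triggered by added potassium and thallium sulfate stimulus; B-score of peak minus minimum fluorescence over baseline after thallium stimulus; more negative B-score means stronger Kir2.1 block with less thallium influx; some compounds called inactive have numbers as strong as hits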
# Target sequence (P35561 whole entry, looked up): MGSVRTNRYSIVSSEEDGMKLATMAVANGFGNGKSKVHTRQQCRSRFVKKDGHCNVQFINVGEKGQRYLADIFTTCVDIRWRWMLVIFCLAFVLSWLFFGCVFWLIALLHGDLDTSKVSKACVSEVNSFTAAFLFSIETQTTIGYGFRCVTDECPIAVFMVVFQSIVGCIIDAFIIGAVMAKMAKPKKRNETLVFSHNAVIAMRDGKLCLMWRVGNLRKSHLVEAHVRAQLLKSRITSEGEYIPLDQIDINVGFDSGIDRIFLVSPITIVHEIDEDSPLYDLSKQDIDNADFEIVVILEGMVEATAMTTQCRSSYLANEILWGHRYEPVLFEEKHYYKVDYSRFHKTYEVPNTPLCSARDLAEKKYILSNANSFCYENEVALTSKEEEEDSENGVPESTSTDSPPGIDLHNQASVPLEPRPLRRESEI
# CHT inh: inhibits the human high affinity choline transporter; Q9GZV3; CHT-expressing cells, membrane potential dye, choline response; hits give low values; B-score at 10 µM; hit rate 0.86% among 310,000;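 active means B-score over 3 SD under the library average, and starting fluorescence ratio not unusually high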;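 further: choline stimulus applied at its EC90 after an EC20 pre-addition; B-score computed on integrated fluorescence ratio after choline addition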
# Target sequence (Q9GZV3 whole entry, looked up): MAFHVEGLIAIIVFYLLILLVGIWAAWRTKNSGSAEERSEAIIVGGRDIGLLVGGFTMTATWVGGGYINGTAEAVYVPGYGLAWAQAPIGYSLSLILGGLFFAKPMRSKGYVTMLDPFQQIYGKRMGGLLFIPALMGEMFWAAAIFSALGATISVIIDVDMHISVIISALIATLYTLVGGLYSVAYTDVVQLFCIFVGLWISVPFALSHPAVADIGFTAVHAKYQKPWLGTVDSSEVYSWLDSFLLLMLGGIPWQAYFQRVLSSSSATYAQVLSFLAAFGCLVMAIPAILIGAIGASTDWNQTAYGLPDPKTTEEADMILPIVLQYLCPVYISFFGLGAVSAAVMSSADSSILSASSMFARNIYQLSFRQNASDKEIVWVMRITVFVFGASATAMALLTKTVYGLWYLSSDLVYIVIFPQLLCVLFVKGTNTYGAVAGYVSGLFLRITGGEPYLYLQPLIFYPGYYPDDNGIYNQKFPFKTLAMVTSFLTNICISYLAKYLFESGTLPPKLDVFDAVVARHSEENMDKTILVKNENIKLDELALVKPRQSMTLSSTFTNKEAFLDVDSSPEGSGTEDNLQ
# KCNQ2 block: KCNQ2 potassium channel inhibitors, primary screen, cell-based, CHO-K1, FluxOR thallium flux, B-score (AID 2156). B-score at 10 µM. hit rate 1.1% among 310,000. 20 min; hits give low values;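 active means fluorescence ratio B-score at most minus 3 library SDs, with starting brightness B-score within 2 library SDs, cut at about -5.5 in these data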
# * = called active by the depositor; i = inactive. The order is random; overall some 2.6% were active at least once.
# Each structure is followed by: Kir21 block	CHT inh	KCNQ2 block
- CCOc1[nH]n(-c2ccccc2)c(=O)c1C=NCc1ccncc1
  0.26	i	i
- CCN(CC)C(=O)/C(=C\c1cccc([N+](=O)[O-])c1)NC(=O)c1ccco1
  -1.2	i	i
- c1ccc(Cn2nnc3c(N4CCCC4)ncnc32)cc1
  0.63	i	i
- CC(C)c1ccc(C(=O)NN2CCOCC2)cc1
  -1.1	i	i
- O=S(=O)(NC1CCCCC1)c1ccc(Cl)s1
  0.02	i	i
- Cc1cc(C(=O)COc2ccc(C#N)cc2)c(C)n1C1CC1
  -0.12	i	i
- CCCC(=O)Nc1nc2nc(-c3ccccc3)cc(=O)n2[nH]1
  0.13	i	i
- COc1ccc2c(c1)c(CC(=O)NCc1cc([N+](=O)[O-])ccc1O)c(C)n2C(=O)c1ccc(Cl)cc1
  -0.17	i	i
- O=C(CCS(=O)(=O)c1ccccc1)Nc1nnc(C(F)(F)F)s1
  0.73	i	i
- COC(=O)C1=C(C)NC(=O)NC1c1ccco1 (stereo unspecified)
  0.38	i	i
- O=C(Oc1ccc(O)cc1)C12CC3CC(CC(C3)C1)C2
  0.7	i	i
- O=C(c1cccs1)N1CCN(c2ccc(Cl)cc2)CC1
  0.94	i	i
- CN(Cc1ccccc1)C(=O)CC(c1ccccc1)c1cc(Cl)ccc1O (stereo unspecified)
  0.63	i	i
- Cn1cccc1Cc1nnc(SCC(N)=O)n1CCc1ccccc1
  -0.15	i	i
- Cc1c(NC(=S)NC(=O)c2cc3ccccc3o2)c(=O)n(-c2ccccc2)n1C
  0.05	i	i
- COc1ccc(Cl)cc1C(=O)N1CCN=C1SC
  -0.22	i	i
- COC(=O)Cc1c(O)ccn(Cc2ccc(F)cc2)c1=O
  1.7	i	i
- C#CCOCCOCCOCCNc1nc(N2CCOCC2)nc(N2CCN(C(=O)[C@H](Cc3ccc(O)cc3)n3cc([C@@H](N)C(C)CC)nn3)CC2)n1 (stereo partly specified)
  -1.4	i	i
- Cc1ccc2[nH]c(=O)c(CN(C(=O)c3cccs3)c3ccccc3)cc2c1
  -0.88	i	i
- CN(C)c1ccc(P(=O)(CC(=O)N/N=C/c2ccc(C#N)cc2)OCCCl)cc1 (stereo unspecified)
  -0.2	i	i
- CN1C/C(=N\S(=O)(=O)c2ccccc2)N(C)C1=O
  -0.1	i	i
- Cn1cc(S(=O)(=O)Nc2ccc(Cl)cc2Cl)c(=O)n(C)c1=O
  0.66	i	i
- O=C(COc1ccc(F)cc1Br)N1CCc2ccccc21
  0.62	i	i
- CCOC(=O)c1nn(-c2cccc(Cl)c2)c2nc(Nc3ccccc3)cc(=O)n12
  -0.44	i	i
- CCC(=O)N1CCc2cc(S(=O)(=O)NC(Cc3ccccc3)C(=O)Nc3nccs3)ccc21 (stereo unspecified)
  1.2	i	i
- COC(=O)c1cc(S(=O)(=O)Nc2cccc(-c3cnco3)c2)oc1C
  -0.09	i	i
- CC(=O)c1ccc(-n2c(C)ccc2-c2ccccc2)cc1
  -1.1	i	i
- COC(=O)c1cc(S(=O)(=O)NCCc2ccc(Cl)cc2)c[nH]1
  2.4	i	i
- Cc1ccccc1OCC(=O)NCC(c1cccs1)N1CCOCC1 (stereo unspecified)
  -1.1	i	i
- O=C(Cc1ccc(S(=O)(=O)N2CCOCC2)s1)Nc1ccc(N2CCOCC2)cc1
  0.05	-5.1*	i
- CC[C@@]12C(=O)N(c3cccc(F)c3)C(=O)N1[C@H](c1ccc(OC)cc1)[C@@H]1C(=O)N(C(C)(C)C)C(=O)[C@@H]12
  1.2	i	i
- C/C(=C\c1ccccc1)CN1CCC(C(=O)N2CCC(C)CC2)CC1
  -0.78	i	i
- COc1nnc(-c2ccc(N3CCOCC3)c(NC(=O)c3ccc(C)cc3)c2)c2ccccc12
  2.8	i	i
- COc1cc2c(c3oc(-c4ccccc4)cc(=O)c13)C=CC(C)(C)O2
  0.07	i	-6*
- CCOC(=O)N1CCN(C(=O)c2cc3ccccc3o2)CC1
  -0.94	i	i
- Cc1cc(N2CCN(c3nnnn3-c3ccccc3)CC2)n2ncnc2n1
  -0.01	i	i
- O=C(COc1cccc(Cl)c1)Nc1cc(S(=O)(=O)N2CCOCC2)ccc1N1CCOCC1
  0.79	i	i
- CCOC(=O)CN(C(=O)Cn1nnc2ccccc21)C(C(=O)NCCOC)c1ccccc1C (stereo unspecified)
  -0.4	i	i
- COc1ccc(S(=O)(=O)N2CCC(C(=O)Nc3ccc4c(c3)OCCO4)CC2)cc1OC
  0.22	i	i
- CC(C)Oc1ccc(C(=O)Nc2ccc(N(C)C)cc2)cc1
  2.7	i	i
- O=C(Nc1ccccc1-c1ccccc1)C1CCCCC1
  0.31	i	i
- CCN(CC)S(=O)(=O)c1ccc(N2CCCC2)c(NC(=O)c2ccncc2)c1
  -2.1	i	i
- CNC(=O)NNC(=O)c1csc(-c2ccc(C(F)(F)F)cc2Cl)n1
  -1.4	i	i
- COc1cccc(CC(=O)NNC(=O)c2c(-c3ccccc3)noc2C)c1
  -0.02	i	i
- O=C(NCCOc1ccccc1)C1CCC(=O)N(CCc2ccc(Cl)cc2)C1 (stereo unspecified)
  -0.29	i	i
- COc1cc([N+](=O)[O-])ccc1Nc1nc(C)cc(C)n1
  -0.31	i	i
- Cn1c2ccccc2c2cc(/C=N/NC(=O)c3ccccc3F)ccc21
  0.95	i	i
- CCC(=O)Nc1ccc2nc(SCC(=O)N3CCOCC3)sc2c1
  -1.4	i	i
- CNCC(O)CN(c1ccccc1)c1ccccc1 (stereo unspecified)
  -0.44	i	i
- CCOC(=O)N1CCN(C(=O)C(=O)NNC(=O)COc2ccc(Cl)cc2)CC1
  2.1	i	i
- Cc1cc(C)n(-c2ccc(NC(=O)C3CCCCN3C(=O)c3cc(C)oc3C)cc2)n1 (stereo unspecified)
  0	i	i
- COc1cc(-c2cc(C(=O)OCC(=O)Nc3ccc4c(c3)OCO4)c3ccccc3n2)cc(OC)c1OC
  1.9	i	i
- NC(=O)[C@@H]1CCCN1Cc1c(C(=O)N2CCc3ccccc3C2)nc2ccc(Cl)cn12
  -0.29	i	i
- Cc1sc2nc(CSCC(=O)NC(C)(C)C)[nH]c(=O)c2c1C
  1.2	i	i
- O=C(O)Cn1cc(/C=C2/SC(=O)N(CC(=O)N3CCCCCC3)C2=O)c2ccccc21
  -1.9	i	i
- CCOC(=O)c1c(NC(=O)c2ccc(S(=O)(=O)N3CCOCC3)cc2)sc2c1CCN(C(C)C)C2
  0.85	i	i
- Cc1c(NC(=O)C(=O)/C=C(\O)c2ccc(Cl)cc2)c(=O)n(-c2ccccc2)n1C
  -0.07	i	i
- COc1cccc(OC)c1C(=O)NC(=S)Nc1cc(-c2nc3ccccc3[nH]2)ccc1Cl
  -0.01	i	i
- CC1CCCC(C)N1C(=O)COC(=O)C(Cc1ccccc1)NC(=O)c1cccs1 (stereo unspecified)
  1.1	i	i
- N#C/C(=C\c1ccc(Cl)c([N+](=O)[O-])c1)c1ccccn1
  -0.04	i	i

# Next section.
# Each structure is followed by: Kir21 block	CHT inh	KCNQ2 block
- CC1CCN(c2cc(N3CCOCC3)c(F)cc2[N+](=O)[O-])CC1
  1.1	i	i
- COc1ccc(CNC(=O)c2nn(-c3ccccc3)cc2OC)cc1
  -0.01	i	i
- CC(C)CCNC(=O)NC(=O)CSc1nnc2ccccn12
  -0.21	i	i
- Oc1cccc(/C=N/N(Cc2ccccc2)c2ccccc2)c1
  -0.42	i	i
- COC(=O)Cc1ccc(NC(=S)NCCCO)cc1
  -0.02	i	i
- CCN=C1SCC(=O)N1c1ccc(OC)cc1
  -0.26	i	i
- COc1ccc(/C=C(\C#N)C(=O)Nc2cc(S(=O)(=O)N3CCOCC3)ccc2N2CCCC2)cc1
  1.7	i	i
- CCN(C(=O)CN1c2ccccc2CC1C)c1c(N)n(Cc2ccccc2)c(=O)[nH]c1=O (stereo unspecified)
  1.5	i	i
- O=C(NC(=O)N1CCN(c2cccc(Cl)c2)CC1)c1ccccc1
  0.66	i	i
- COc1ccc(-c2nc3ccccc3n2Cc2ccccc2)cc1
  -0.24	i	i
- COc1ccc(S(=O)(=O)NNC(=O)C2CC(c3cccnc3)=NO2)cc1 (stereo unspecified)
  1.3	i	i
- N#C/C(=C(/O)CO/N=C/c1ccccc1Cl)c1nc2ccccc2[nH]1
  0.62	i	i
- COC(=O)CN(c1ccc(C)cc1)S(=O)(=O)c1ccc2c(c1)n(C)c(=O)c(=O)n2C
  2.1	i	i
- O=C(Cc1ccc(Cl)cc1Cl)NC1CCCCCC1
  0.63	i	i
- O=C(CN1CCN(S(=O)(=O)c2ccc(Cl)cc2)CC1)Nc1ccc2c(c1)OCO2
  0.62	i	i
- Cc1ccc(C(C(=O)NC(C)(C)C)N(C(=O)c2csnn2)c2cccc(F)c2)o1 (stereo unspecified)
  -1.4	i	i
- O=C1N=C(N2CCCC2)S/C1=C\c1ccccc1
  -0.61	i	i
- COc1ccc([C@@H]2C[C@H](c3ccccc3)Oc3cc(OC)c(OC)c(OC)c32)cc1
  0.24	i	i
- Cc1ccc(C)c(S(=O)(=O)Nc2cc3c4c(c2)CCN4C(=O)CC3)c1
  1.4	i	i
- OCC1(Cc2ccc(Cl)cc2)CCN(Cc2ccc(Oc3ncccn3)cc2)CC1
  0.07	i	i
- Cc1ccc(C(=O)NCCC(=O)NCc2cc(=O)n(C)c(=O)n2C)cc1
  1.2	i	i
- O=C1CC[C@@H](CN(Cc2ccccn2)Cc2nc(Cc3ccccc3)no2)N1
  -0.08	i	i
- CCCOc1cc(C)c(S(=O)(=O)NC2CC(C)(C)NC(C)(C)C2)cc1C
  -1.6	i	i
- CCOC(=O)Cn1c(=NC(=O)CC)sc2c(C)cc(C)cc21
  0.06	i	i
- CCOc1ccc(S(=O)(=O)N2CCC(C(=O)N3CCN(c4ccccc4F)CC3)CC2)cc1C
  -0.28	i	i
- C#CCOC(=O)c1ccccc1C(=O)N(CC)CC
  -1.1	i	i
- O=C(O)C(Cc1c[nH]c2ccccc12)NS(=O)(=O)c1ccc(Cl)cc1 (stereo unspecified)
  -0.12	i	-7.3*
- CCOC(=O)C1(CCOC)CCN(CC(C)Cc2ccc3c(c2)OCO3)CC1 (stereo unspecified)
  0.49	i	i
- O=C(COC(=O)/C=C/c1ccc(S(=O)(=O)N2CCOCC2)cc1)NC1CCCCCCC1
  -1.7	i	i
- Cc1cccc(N)c1-c1c(C)cccc1N
  -0.78	i	i
- CC(C)(C)C(=O)Nc1ccc(C(=O)N/N=C/c2ccccc2OC(=O)c2ccc(Cl)cc2)cc1
  -0.07	i	i
- COc1ccnc(NCc2ccc(Cl)cc2)c1C#N
  0.02	i	i
- O=C(NCCc1ccc(Cl)cc1)C(=O)c1c[nH]c2ccccc12
  -0.01	i	i
- N#C/C(=C\c1ccc(Cl)cc1Cl)c1n[nH]c(Cn2cncn2)n1
  -0.06	i	i
- Cc1ccccc1/C=N/Nc1nc2ccccc2c(=O)n1O
  0.37	i	i
- CC(OC(=O)CC(NC(=O)c1ccccc1Cl)c1ccccc1)C(=O)Nc1cccc(Cl)c1Cl (stereo unspecified)
  -0.17	i	i
- COCCn1c(=S)[nH]c2cc(C(=O)N3CC(C)CC(C)C3)ccc2c1=O (stereo unspecified)
  2.1	i	i
- CCCn1c(SCC(=O)Nc2ccc(Cl)cc2)n[nH]c1=O
  -1.6	i	i
- COC(=O)c1ccccc1SC1CC(=O)N(c2ccccc2)C1=O (stereo unspecified)
  -1.2	i	i
- CCOc1ccc(C(=O)NC(C(=O)NCCc2ccc(OC(F)F)cc2)C(C)C)cc1 (stereo unspecified)
  -1.2	i	i
- CCOC(=O)CN1N=C(c2ccc(Cl)s2)CSC1=O
  3.4	i	i
- O=C(NCCCN1CCOCC1)c1cc(-c2ccc(O)cc2)on1
  1.5	i	i
- COc1ccc(-c2ncncc2-c2ccc(OC)c(OC)c2)c(O)c1
  -0.98	i	i
- COc1ccc(C(=O)Nc2ccc3[nH]ccc3c2)cc1
  1.1	i	i
- Cc1nnc(Sc2c(-c3ccccc3)c3ccc(Cl)cc3[nH]c2=O)s1
  1.6	i	i
- O=C1NC2=C(C(=O)CCC2)C(c2ccccc2[N+](=O)[O-])N1 (stereo unspecified)
  1.6	i	i
- Cc1c([N+](=O)[O-])cc(C(=O)Oc2cccc(C(=S)N3CCOCC3)c2)cc1[N+](=O)[O-]
  -1.2	i	i
- CCOC(=O)c1sc(-c2ccc(F)cc2)cc1N
  0.42	i	i
- CC(=O)c1cccc(NC(=O)CNC(=O)c2cc3ccccc3o2)c1
  0.42	i	i

# Looked up by structure from above (6):
# Each structure is followed by: Kir21 block	CHT inh	KCNQ2 block
- Cc1c([N+](=O)[O-])cc(C(=O)Oc2cccc(C(=S)N3CCOCC3)c2)cc1[N+](=O)[O-]
  -1.2	i	i
- O=C(NCCCN1CCOCC1)c1cc(-c2ccc(O)cc2)on1
  1.5	i	i
- O=C1NC2=C(C(=O)CCC2)C(c2ccccc2[N+](=O)[O-])N1 (stereo unspecified)
  1.6	i	i
- Cc1ccccc1/C=N/Nc1nc2ccccc2c(=O)n1O
  0.37	i	i
- COCCn1c(=S)[nH]c2cc(C(=O)N3CC(C)CC(C)C3)ccc2c1=O (stereo unspecified)
  2.1	i	i
- COc1ccnc(NCc2ccc(Cl)cc2)c1C#N
  0.02	i	i

# Compound activity (PubChem)
